Bioassay records as filed in PubChem.
CHOP inh: inhibitors of CHOP induction in ER stress response; CHO-K1 CHOP-promoter luciferase, tunicamycin-induced, 15-18 h; inhibition, % at 10 µM; 220,000 compounds, 3.8% hits;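 active means compounds that reduced the stress-induced luciferase reporter signal by more than about 70% of percent inhibition, limit read from the data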;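 further: 0% = tunicamycin plus vehicle and 100% = wells without tunicamycin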
TRPML3 agonist: agonists of human TRPML3 channel. activation, % at 3 µM. Q8TDD5. 220,000 compounds, 0.29% hits. HEK293 TRPML3-YFP, Fluo-8 calcium fluorescence; 100% = the carbachol control signal;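 active means activation above its plate's cutoff, the mean activation of the plate's test wells plus 3 SD, cut at about 12% in these data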;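 further: 0% = DMSO only wells and 100% = carbachol wells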
Target sequence (Q8TDD5 whole entry, looked up): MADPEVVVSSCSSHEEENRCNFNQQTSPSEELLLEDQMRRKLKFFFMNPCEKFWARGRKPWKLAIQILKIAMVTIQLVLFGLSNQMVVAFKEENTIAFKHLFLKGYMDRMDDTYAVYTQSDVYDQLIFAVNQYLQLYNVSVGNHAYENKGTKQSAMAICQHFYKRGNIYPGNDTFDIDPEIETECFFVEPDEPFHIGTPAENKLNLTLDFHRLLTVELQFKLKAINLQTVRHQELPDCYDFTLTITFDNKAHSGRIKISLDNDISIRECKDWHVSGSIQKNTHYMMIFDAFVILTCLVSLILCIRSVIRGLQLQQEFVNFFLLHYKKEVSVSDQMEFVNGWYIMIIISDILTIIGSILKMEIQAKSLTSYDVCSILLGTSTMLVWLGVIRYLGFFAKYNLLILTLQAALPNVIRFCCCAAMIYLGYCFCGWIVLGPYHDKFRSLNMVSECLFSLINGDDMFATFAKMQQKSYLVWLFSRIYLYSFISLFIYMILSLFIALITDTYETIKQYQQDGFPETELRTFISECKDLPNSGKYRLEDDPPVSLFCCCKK
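system = HEK293 cells stably carrying human TRPML3-YFP | doses = one concentration, 3 µM nominal, 0.3% DMSO | timing = dye loading 1 h 37 °C then 30 min ambient, 125 s read | detection = Fluo-8 calcium dye fluorescence, ex 470-495, em 515-575 nm | benchmarks = high control carbachol 87 µM, low control DMSO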
p47phox inh: inhibitors of human p47phox binding; P14598; 220,000 compounds, 0.53% hits; p47phox/p22phox peptide binding, fluorescence polarization, 2 h; inhibition, % at 24.7 µM;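 active means inhibition above about 30%, limit read from the data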;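 further: 0% = p47phox with labelled peptide and 100% = labelled peptide alone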
PPC-1+TRAIL kill: PPC-1 cancer cell killing with TRAIL present. PPC-1 cells + TRAIL, ATPLite viability luminescence. cell killing (% activity), % at 4 µM. 220,000 compounds, 0.41% hits. AID 1443;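 active means cell killing above 50% in the first pass at 4 µM, then a duplicate retest at 5 µM averaging 50% or more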;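 further: plate controls were cells with TRAIL plus DMSO for no effect and medium-only wells lacking cells for full effect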
TRPN1 ag: zebrafish TRPN1 (NompC) channel agonism. 220,000 compounds, 0.18% hits. activation, % at 3 µM. HEK293 zebrafish TRPN1-YFP, Fluo-8 calcium fluorescence; 100% = response to 87 µM carbachol. AID 1424;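 active means activation above its plate's cutoff, the mean activation of test wells on that plate plus 3 SD, cut at about 19% in these data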;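 further: 0% = DMSO alone and 100% = 87 µM carbachol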
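Control set: carbachol 87 µM as high control, DMSO as low control; system: HEK293 stable line with zebrafish TRPN1-YFP; read-out: % activation versus carbachol response; detection: intracellular calcium fluorescence with Fluo-8; doses: single test compound dose, 3 µM nominal, 0.3% DMSO; schedule: dye 1 h 37 °C plus 30 min RT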
TNF death inh: inhibitors of TNF-alpha induced necroptosis in Jurkat FADD-/- cells; Jurkat FADD-/- TNF necroptosis rescue, ATP luminescence, 24 h; 0 = TNF only, 100 = no-TNF cells; activation (protection from cell death), % at 10 µM; 220,000 compounds, 0.068% hits;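 active means activation, meaning protection from cell death, of at least 50% relative to plate controls; inactive means activation below 50%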;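 further: necroptosis triggered by 40 ng/mL TNF-alpha added together with compound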
EBV gp42 block: inhibitors of Epstein-Barr virus glycoprotein 42; Q1HVG2; Fluorescence polarization binding assay, mP read-out; inhibition, % (tested at 21.74 µM); 220,000 compounds, 0.42% hits; AID 1085; in the data active means inhibition above about 50%
Mdm2 ligase inh: inhibitors of human Mdm2 E3 ubiquitin ligase. cell-based MDM2 ubiquitination luciferase reporter, 2 h; 0 = plate control, 100 = twice control, blank-subtracted. signal enhancement, % at 5 µM. Q00987. 210,000 compounds, 0.11% hits;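 active means signal enhancement of 30% or more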;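 further: luminescence tracks abundance of the self-degrading MDM2-luciferase fusion protein; higher signal means inhibition of MDM2 E3 ligase activity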
Target sequence (Q00987 whole entry, looked up, the tested form may be a part): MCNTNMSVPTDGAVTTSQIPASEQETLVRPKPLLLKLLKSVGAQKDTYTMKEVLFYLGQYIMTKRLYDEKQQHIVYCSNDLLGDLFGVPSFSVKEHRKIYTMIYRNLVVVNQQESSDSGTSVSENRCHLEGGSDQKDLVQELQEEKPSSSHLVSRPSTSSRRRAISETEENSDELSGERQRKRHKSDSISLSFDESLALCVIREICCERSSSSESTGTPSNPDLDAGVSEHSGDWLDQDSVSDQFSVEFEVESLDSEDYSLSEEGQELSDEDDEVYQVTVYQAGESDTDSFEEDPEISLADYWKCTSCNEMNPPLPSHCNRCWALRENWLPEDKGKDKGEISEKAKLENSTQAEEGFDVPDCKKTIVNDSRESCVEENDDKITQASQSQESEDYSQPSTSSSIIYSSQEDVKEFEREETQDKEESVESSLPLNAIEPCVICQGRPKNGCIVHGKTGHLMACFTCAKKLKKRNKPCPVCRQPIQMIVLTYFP
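system = mammalian cells stably expressing self-ubiquitinating, self-degrading MDM2 E3–luciferase fusion | quantity = 2000 cells per well seeded | incubation = 4 h cell settling then 2 h compound exposure, 37 °C | signal = SteadyLite luminescence, 15 min reagent step | benchmarks = plate control and blank wells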
Runt-SMMHC FRET: inhibitors of human RUNX1 Runt domain binding to CBFb-SMMHC. inhibition, % at 20 µM. AID 1434. 220,000 compounds, 0.74% hits. Q01196+Q13951. Cerulean-Runt/Venus-CBFb-SMMHC FRET ratio 530/480, 1 h;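 active means mean inhibition across duplicate retests at 20 µM reaching about 50%, limit read from the data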;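 further: 0% = DMSO wells and 100% = wells with excess untagged CBFb-SMMHC; inhibitors lower the FRET ratio by blocking Runt binding to CBFb-SMMHC; some results filed as inactive read as strong as hits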
Starred values were filed as active, the others as inactive; · = no result given; [ ] = dose if it differs, or a comment.

Compound	CHOP inh	TRPML3 agonist	p47phox inh	PPC-1+TRAIL kill	TRPN1 ag	TNF death inh	EBV gp42 block	Mdm2 ligase inh	Runt-SMMHC FRET
COc1cccc(NC(=O)C2C3C=CC(O3)C2C(=O)NCc2cccnc2)c1 (centres undefined)	-23	-0.1	-8	7	0.7	-2.6	-11	-7	2
CCN(C(=O)CSc1ncn[nH]1)c1cccc2ccccc12	1	-0.3	-10	-3	0.9	-0.7	-30	1	-1
Oc1c(Br)cc(Cl)cc1C=Nc1ccccc1Br	22	0.3	10	2	1.0	1.1	19	-11	-125
CC(=O)Nc1ccc(NC(=O)COc2ccccc2C(=O)Nc2cccc(Cl)c2Cl)cc1	-22	1.2	14	38	2.9	1.8	-12	-1	3
CC1(c2ccccc2)NC(=O)N(NC(=O)CSc2n[nH]c(N)n2)C1=O (centres undefined)	5	0.8	-16	13	2.0	0.3	-22	·	1
CCN=C1S/C(=C\c2sccc2C)C(=O)N1CC	3	0.5	-17	7	0.5	1.7	-25	-11	1
O=C(COc1ccc(S(=O)(=O)N2CCc3ccccc32)cc1Cl)NCc1ccccn1	36	0.0	-15	-12	-1.5	0.4	0	10	-5
Cc1ccc(/C=C(\CCC(=O)O)c2nc3ccccc3s2)cc1[N+](=O)[O-]	35	-0.2	-16	11	0.0	1.2	5	4	-1
O=C1CCCC2=C1C(c1ccncc1)c1c(nc(SCc3ccccc3)[nH]c1=O)N2 (centres undefined)	-7	0.5	-19	-9	0.3	0.1	-6	-5	35
C=C(CC)C(=O)c1ccc(OCC(=O)O)c(Cl)c1Cl	18	0.5	-1	-5	0.9	-10	1	·	6
CCOC(=O)CSc1nnc(CSc2nc3ccccc3s2)n1C	33	0.1	2	-2	-0.1	0.2	5	-13	0
COC(=O)c1ccccc1NS(=O)(=O)c1ccc(O)c(C(=O)O)c1	14	1.5	-3	9	-0.6	1.5	6	-1	0
CCOC(=O)N1CCN(Cc2c(F)cccc2F)CC1	37	0.8	-12	-1	0.8	0.1	-6	-23	-1
N#C/C(=C\c1ccc(C#N)cc1)C(=O)N1CCCC1	-6	1.2	-6	13	0.9	-3.4	-12	-9	-8
Cc1ccc(O)c(NC2=C(Cl)C(=O)N(Cc3ccccc3)C2=O)c1	35	0.4	-12	15	-0.9	-14	-46	-9	37
O=C(O)C(=O)/C(=C\c1ccccc1)c1ccc2ccccc2n1	2	0.7	-18	7	-0.1	-0.6	-38	-15	52*
COC(=O)c1cccc(NC(=O)Nc2ccc(Cl)cc2Cl)c1	6	0.8	-6	9	2.0	-1.2	-8	-12	0
Cn1c2ccccc2c2ncn(Cc3ccco3)c(=O)c21	-9	-0.4	1	-14	-1.3	-3.1	5	-2	19
CN(C)C(CNC(=O)CCCc1c[nH]c2ccccc12)c1ccco1 (centres undefined)	17	0.0	-6	-7	-0.3	-2.9	-3	-26	-3
Cc1ccc(-n2nnc3c(=O)n(Cc4ccccc4C)cnc32)cc1	50	0.9	-8	16	1.0	0.3	-14	-5	-2
O=C(c1ccc2c(=O)n(C3CCCC3)c(=S)[nH]c2c1)N1CCc2ccccc21	45	1.1	-19	1	0.7	-1.3	-12	-32	2
O=[N+]([O-])c1cccc(S(=O)(=O)N2CCC(c3nc(-c4ccncc4)no3)CC2)c1	22	1.1	-14	31	-0.2	0.1	-15	-15	-3
COc1ccccc1/C=N/Nc1nccnc1Cl	-13	-0.6	-9	14	-0.7	-2.8	-20	-33	-3
CCC(C)NC(=O)C1CCCN1S(=O)(=O)c1ccc(Cl)cc1 (centres undefined)	31	0.3	-1	24	-1.3	-0.8	-10	-21	-9
Cc1ccc(NC(=S)NCCN(C2CCCCC2)C2CCCC2)cc1	-9	0.0	-12	14	1.4	-1.8	3	-12	-1
CC(C)(C)OC(=O)NCC(=O)NCC(=O)OCc1ccccc1	13	0.5	-6	16	0.2	0.5	6	-4	-2
COC(=O)c1ccc(/C=C/C(=O)c2cccc(OC)c2)cc1	-34	0.4	-12	11	-0.6	-6.6	-1	-4	0
O=C(Cc1ccccc1)NCCSC1CCCCC1	8	-0.3	-3	22	-1.5	1.0	10	-8	-6
CC(C)(C)C(=O)N(Cc1nc2ccccc2c(=O)[nH]1)Cc1cccs1	-9	0.0	10	11	0.1	0.4	-9	-9	5
Cc1cccc(N2C(=O)CC(N(O)c3ccccc3)C2=O)c1 (centres undefined)	25	0.7	-9	12	0.5	1.2	-11	0	0
C/C=C/CSc1nc2c(c(=O)[nH]c(=O)n2C)n1CCC	50	-1.4	-19	24	-2.0	-4.0	-2	-7	1
CCOc1ccc(C(=O)NCC2OCCc3ccccc32)cc1 (centres undefined)	13	0.8	-6	31	1.3	-1.2	-5	6	8
Cc1ccc(S(=O)(=O)c2nc(NCCCn3ccnc3)sc2Cl)cc1	3	0.3	-10	27	-0.3	0.1	-13	-12	2
O=C(O)c1ccc(-c2ccco2)n1Cc1ccccc1	13	0.1	-4	-8	-1.3	-0.7	-14	-7	10
Cc1cccc(N2CCN(C(=O)C3COc4ccccc4O3)CC2)c1C (centres undefined)	-9	0.4	-7	-14	-0.4	-1.6	12	-9	-4
Clc1ncn(CCOc2ccccc2)c1Cl	-2	-0.1	2	-9	1.0	3.5	-16	3	2
Cn1cccc1CC(=O)NNC(=S)Nc1ccccc1Cl	-13	0.4	-4	6	-0.5	0.9	6	-14	1
NC(=O)CS(=O)(=O)c1ccc(Cl)cc1	8	-0.1	1	-19	0.0	0.8	1	-9	-2
COC(=O)CNC(=O)C12CC3(C)CC(C)(CC(C)(C3)C1)C2	18	-0.3	-11	-12	-0.1	-1.3	-20	-19	-2
Oc1ccc2ccccc2c1C=NCc1ccccc1	17	-0.5	-8	24	-2.1	-20	-4	-3	3
Cc1ccc(S(=O)(=O)C2(C(=O)N3CCCCCC3)CC2)cc1	-12	-0.6	-8	31	1.5	-1.6	-17	-16	-6
CC(=O)Nc1cc(C(C)C)c(O)c(C(C)C)c1	-20	1.0	-11	-11	-0.1	-2.2	-7	-18	2
CCOc1ccc(CN2CCNC(=O)C2CC(=O)OC)cc1 (centres undefined)	11	-0.3	-7	10	1.0	1.2	-2	-11	-6
Cn1cnnc1SCC(=O)c1ccc2c(c1)OCCO2	5	0.4	-6	14	0.0	1.7	-4	-7	1
Cc1ccc(-c2nn(-c3ccccc3)cc2/C=C/C(=O)Nc2cccc(S(N)(=O)=O)c2)cc1	88*	0.9	-31	9	1.6	-1.5	12	-13	-7
COc1ccc(OC)c(NC(=O)C2CCCN(S(=O)(=O)c3cccc4nonc34)C2)c1 (centres undefined)	43	-0.2	-13	1	0.9	0.3	0	-7	2
COc1ccc(CC2CCOC2=O)cc1 (centres undefined)	-4	0.9	-7	5	0.5	-1.3	-27	4	-2
O=C(CN1CCN(Cc2ccc3c(c2)OCO3)CC1)Nc1cc(S(=O)(=O)N2CCCC2)ccc1Cl	6	0.6	13	12	1.0	0.0	3	-11	-2

Single records, from the list above. Order of screens: CHOP inh	TRPML3 agonist	p47phox inh	PPC-1+TRAIL kill	TRPN1 ag	TNF death inh	EBV gp42 block	Mdm2 ligase inh	Runt-SMMHC FRET
Profile of O=C1CCCC2=C1C(c1ccncc1)c1c(nc(SCc3ccccc3)[nH]c1=O)N2 (centres undefined) : -7	0.5	-19	-9	0.3	0.1	-6	-5	35
Profile of CCOC(=O)N1CCN(Cc2c(F)cccc2F)CC1 : 37	0.8	-12	-1	0.8	0.1	-6	-23	-1

More records
Compound	CHOP inh	TRPML3 agonist	p47phox inh	PPC-1+TRAIL kill	TRPN1 ag	TNF death inh	EBV gp42 block	Mdm2 ligase inh	Runt-SMMHC FRET
O=C1C=C(Nc2ccc(Cl)cc2)CC(c2ccco2)C1 (centres undefined)	-6	0.4	-10	25	0.1	-4.3	6	-8	-1
c1coc(-c2ccnc3nc(-n4cccc4)nn23)c1	0	0.2	-11	-13	-1.1	0.1	-10	-3	-1
COc1ccc(NC(=O)N2CCC(c3nc4ccccc4[nH]3)CC2)cc1	-1	1.2	-1	-19	0.1	1.9	7	-2	1
CCOC(=O)c1cnc2nc(C)nn2c1N	-15	0.2	-6	4	-0.2	2.0	-10	-6	-3
COc1ccc(-c2cc(C(=O)N3CCN(c4ccccn4)CC3)c3ccccc3n2)cc1	-22	0.1	-2	51*[5 µM]	0.8	-13	-2	-15	0
Cc1ccc(/C=C(\C#N)C(=O)NCCN2CCOCC2)cc1	-4	0.5	-2	-6	1.9	2.7	6	-10	-6
Cc1cc(/C=C2/NC(=S)NC2=O)c(C)n1-c1cccnc1	1	0.8	-36	6	1.1	0.1	-1	-15	11
O=C(CCNC(=O)c1ccccc1)N/N=C/c1ccc([N+](=O)[O-])cc1	19	-1.1	5	-17	-1.1	0.1	-8	-2	-2
CCOc1cc(N2CCOCC2)c(OCC)cc1NC(=S)NCCCOC	4	1.3	-1	8	1.1	0.3	-4	-32	2
CCc1ccc(C(=O)COC(=O)c2cc([N+](=O)[O-])ccc2NCCO)cc1	17	0.4	-7	32	-1.3	2.3	10	-3	0
CCN(C(=O)c1cccc(Br)c1)c1ccccc1	24	-0.5	-2	5	-1.9	1.4	-5	-4	-3
O=C(NC1CCCCC1)C(c1cccnc1)N(C(=O)c1ccc(Cl)nc1)C1CCCCC1 (centres undefined)	15	-0.1	5	2	0.5	0.4	-15	46*	-1
CC1(C)Cc2ccccc2-c2nnc(C(F)(F)F)n21	-23	0.5	-17	12	1.3	0.2	-22	4	1
CCOc1ccc(NS(=O)(=O)c2cc(NC(=O)CCS(=O)(=O)c3ccc(C)cc3)ccc2OC)cc1	-8	0.3	-9	2	-0.8	-0.2	-12	-2	6
COc1ccc(CN2CCN(C(=O)C3CCN(S(=O)(=O)c4cccs4)CC3)CC2)c(OC)c1OC	11	2.1	-2	2	0.3	0.4	0	-13	0
COc1ccccc1C(=O)Nc1ccccc1C(=O)N1CCCC1	28	0.0	-12	15	-0.1	-0.4	-24	3	-2
COC(=O)c1cc(NC2c3ccccc3C(=O)N2CCN2CCOCC2)cc(C(=O)OC)c1 (centres undefined)	26	0.9	-8	14	-0.4	-0.2	0	-13	-2
COc1ccc2nc3ccccc3nc2c1NC(=O)c1ccc(Br)cc1	79*	1.5	-10	11	1.4	0.9	11	0	-25
Fc1ccc(/C=N/Nc2nc(-c3cccnc3)nc3ccccc23)cc1	1	-0.5	-26	39	-1.1	-14	-4	-30	-6
C#CCOCCOCCOCCNc1nc(N2CCN(C(=O)Cn3cc(CCCCN)nn3)CC2)nc(N2CCN(C(=O)Cn3cc(CCCCN)nn3)CC2)n1	7	0.8	-3	-8	0.2	0.6	-11	·	4
